KKLEB tox: counter-screen for CF NF-kB inhibitors: cytotoxicity. KKLEB CF airway cells viability, ATPlite luminescence, overnight; hits give low values; cells stimulated with P. aeruginosa culture filtrate. activity change (cytotoxicity), % at 5 µM. 360,000 tested, 0.36% active. AID 602141;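 active = corrected activity change at or below -50% at 5 µM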
NR2E3 ag-1: agonists of human NR2E3 nuclear receptor. CHO-S Gal4-NCOR/VP16-NR2E3 two-hybrid, luciferase. inhibition of corepressor binding, % at 3.98 µM. 360,000 tested, 0.35% active. AID 602229;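 active = inhibition above the mean of all tested compounds plus 3 SD, cut at about 70% in these data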;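 also: 0% = DMSO with NR2E3 transfected cells and 100% = cells lacking NR2E3 construct; higher means lower luciferase signal from less NR2E3 corepressor binding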
Target sequence (Q9Y5X4 whole entry, looked up, the tested form may be a part): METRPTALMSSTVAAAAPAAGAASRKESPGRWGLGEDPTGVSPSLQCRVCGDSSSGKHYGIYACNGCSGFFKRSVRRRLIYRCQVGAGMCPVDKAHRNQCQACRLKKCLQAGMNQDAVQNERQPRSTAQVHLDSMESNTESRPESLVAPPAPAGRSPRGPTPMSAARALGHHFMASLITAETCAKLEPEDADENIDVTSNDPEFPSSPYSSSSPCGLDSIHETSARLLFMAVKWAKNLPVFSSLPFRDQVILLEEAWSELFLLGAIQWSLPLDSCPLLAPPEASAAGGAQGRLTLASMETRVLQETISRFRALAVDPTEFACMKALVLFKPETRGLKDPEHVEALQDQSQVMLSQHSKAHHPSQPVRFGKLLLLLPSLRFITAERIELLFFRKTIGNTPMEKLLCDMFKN
MITF TRPM1 inh: reduces MITF-dependent TRPM1 promoter luciferase signal; SK-MEL-5 TRPM1 promoter luciferase, 24 h; inhibition, % at 12.5 µM; 330,000 tested, 0.83% active; AID 488899;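 active = mean inhibition across replicates of 60% or more, whatever share of single replicates reaches that level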; also: values of inactives mirror those of a sister screen read the other way
Vif inh: blocks HIV Vif function; HEK293T cells, Vif self-association by quenched fluorescence, imaging, 24 h; inhibition, % at 7.49 µM; 340,000 tested, 0.35% active; AID 602346; in the data active = inhibition above about 50%, passing the limit was not always enough; also: some results filed as inactive read as strong as hits
NR2E3 ag-2: activates human photoreceptor nuclear receptor NR2E3; Q9Y5X4; GST-NR2E3/biotin-RetCOR TR-FRET, 1536-well; inhibition of corepressor binding, % at 4.78 µM; 320,000 tested, 0.12% active; AID 2300;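 active = percent inhibition above the cutoff of mean plus 3 SD of all tested compounds, set per screening campaign, cut at about 20% in these data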;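 also: 0% = DMSO wells and 100% = biotin wells as full block of FRET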
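Assay system: NR2E3–RetCOR corepressor complex. Quantity: 1.35 nM GST-NR2E3. Buffer or medium: pH 7.5 Tris-based buffer. Reagent: biotinylated RetCOR corepressor at 7 nM final. Schedule: 5 h at 4 °C. Detection: TR-FRET, emission read at 617 and 671 nm. Replicates: one well per compound, singlicate testing.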
CaV13 FRET inh: Primary screen for inhibitors of IQ motif and Ca2+-dependent inactivation inhibitor domain binding in CACNA1D, Förster resonance energy transfer in living cells, …; HEK cells, CFP/YFP FRET ICDI-IQ, plate reader, 10 min; percent FRET-ratio fall versus neutral wells; inhibition, % at 12.3 µM; 340,000 tested, 0.098% active; AID 743397;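 active = mean replicate inhibition of at least 30% and at least 1% of replicates passing that level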;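 also: 0% = median of the neutral control wells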
CF NFkB inh: cystic fibrosis NF-kB activation inhibition; inhibition, % at 5 µM; 360,000 tested, 0.86% active; KKLEB NF-kB-GFP reporter, PAF-induced, GFP fluorescence overnight; AID 588850;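 active = at least 50% inhibition at 5 µM, scaled per plate between neutral and stimulator controls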;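 also: PAF is a Pseudomonas aeruginosa culture filtrate used as stimulus; plate controls were PAF-stimulated DMSO wells for no effect and unstimulated DMSO wells for full effect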
Shn3 inh set2: inhibitors of Schnurri-3 3'UTR reporter in osteoblasts; Clone20 osteoblast Shn3 3'UTR firefly luciferase, 24 h; inhibition, % at 12.5 µM; 360,000 tested, 0.52% active; AID 588674;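 active = mean inhibition of at least 75% with every replicate also reaching 75%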;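 also: 0% = median of neutral control wells and 100% = pilot-screen positive control compound; some compounds past the cut are filed as inactive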
PDI turbidity: inhibitors of human protein disulfide isomerase | P07237 | PDI insulin aggregation turbidity, A650, 90 min | inhibition, % at 10 µM | 350,000 tested, 0.052% active | AID 588391;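 active = mean inhibition across replicates of 30% or more, whatever share of single replicates reach that level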;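 also: absorbance from insulin aggregation driven by PDI reduction with DTT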
Target sequence (P07237 whole entry, looked up): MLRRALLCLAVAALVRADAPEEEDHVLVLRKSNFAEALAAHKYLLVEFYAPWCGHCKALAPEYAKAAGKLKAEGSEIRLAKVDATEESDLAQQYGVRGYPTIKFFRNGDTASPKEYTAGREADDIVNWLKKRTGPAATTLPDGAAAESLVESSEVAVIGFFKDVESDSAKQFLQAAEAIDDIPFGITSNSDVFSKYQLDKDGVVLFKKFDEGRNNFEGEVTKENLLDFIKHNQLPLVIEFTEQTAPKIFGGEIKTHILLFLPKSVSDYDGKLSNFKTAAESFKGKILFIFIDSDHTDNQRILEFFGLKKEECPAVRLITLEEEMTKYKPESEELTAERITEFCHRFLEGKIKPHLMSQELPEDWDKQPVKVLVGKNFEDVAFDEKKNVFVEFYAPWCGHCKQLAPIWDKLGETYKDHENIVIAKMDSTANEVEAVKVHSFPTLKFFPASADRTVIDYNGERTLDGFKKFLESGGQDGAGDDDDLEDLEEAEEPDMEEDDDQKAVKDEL
Peg3 prom inh: inhibitors of Peg3 promoter | HeLa PEG-Prom luciferase reporter, luminescence, overnight | inhibition, % at 20 µM | 360,000 tested, 1.7% active | AID 588405;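 active = inhibition of at least 50% at 20 µM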
HIF-2a inh: inhibitors of HIF-2a. 786-0 RCC cells HIF-2a reporter, luciferase luminescence, overnight. inhibition, % at 18.8 µM. 360,000 tested, 0.72% active;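 active = inhibition of the luminescence signal of 40% or more relative to plate controls, in a single-dose primary screen at 18.75 µM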
The depositor's hits bear a star; · = not tested or not shown; & = joins results of further samples.

SMILES	KKLEB tox	NR2E3 ag-1	MITF TRPM1 inh	Vif inh	NR2E3 ag-2	CaV13 FRET inh	CF NFkB inh	Shn3 inh set2	PDI turbidity	Peg3 prom inh	HIF-2a inh
O=C(CN1CCN(C2CCCCC2)CC1)Nc1ccc(Br)cc1	-1	6	-19	2	-1	-6	1	-13	-1	-3	17
COc1ccccc1C(CNC(=O)CSc1ccc2ccccc2c1)N(C)C (stereo not drawn)	-2	1	-35	-5	2	-7	8	10	1	14	-1
CCC/C=N/Nc1nnc(Cc2ccccc2)c(=O)[nH]1	7	8	15	1	3	-4	-10	-3	4	2	17
CC(C)(C)CC(=O)Nc1cc2c3c(c1)CCN3C(=O)CC2	-15	-13	-2	-6	3	-15	0	4	2	0	10
CCCCN(C)CCNC(=O)Cn1ncc2c(=O)oc3ccc(C)cc3c21	-22	7	·	6	4	-7	20	9	·	-3	0
Cc1ccccc1NC(=O)C(=O)NCCCN1CCCC1=O	-12	-19	-25	2	0	-5	-4	8	6	-76	-60
O=C(Nc1cccc(F)c1)C1CC(=O)N(c2ccc(Br)cc2)C1 (stereo not drawn)	-16	-6	2	4	3	-8	9	-1	-3	19	25
Cn1cc(CN2CCCC(C(=O)c3ccc(-c4ccccc4)cc3)C2)cn1 (stereo not drawn)	-3	16	-8	-12	2	-4	-10	3	1	11	2
O=C(CNC(=O)C1CCCCC1)OCC(=O)c1ccc(Cl)s1	10	-1	2	7	6	-4	5	-21	0	-5	0
CCC(=O)n1nc(-c2ccco2)nc1N	2	7	-10	3	-1	·	-5	84	0	12	21
C1CCN2CC3CC(CN4CCCC[C@@H]34)[C@H]2C1	-8	-42	-6	-5	·	-5	3	1	-2	-4	6
COC(=O)c1cc2ccsc2n1CC(=O)Nc1cc(Cl)ccc1OC	-17	-52	31	-5	1	·	4	4	3	40	-5
Clc1cccc(-c2nnc(-c3ccno3)o2)c1	-2	0	-12	-7	0	-19	0	-17	1	-39	-84
COc1cc(OC)c2c(-c3ccccc3)cc(=O)oc2c1C(CCN1CCOCC1)c1ccc(N(C)C)cc1 (stereo not drawn)	-11	-33	-2	·	·	-6	17	-9	18	-2	0
Cc1ccc(OCC(=O)Nc2cc(NC(=O)COc3ccc(C)cc3)cc(C(=O)O)c2)cc1	25	1	-2	-2	0	-5	-3	3	8	-4	10
COc1ccc(C2/C(=C(/O)c3ccccc3)C(=O)C(=O)N2CCCN2CCOCC2)cc1 (stereo not drawn)	13	-1	-11	-3	-1	-3	-6	-42	-2	-31	-41
O=C(Nc1ccc2[nH]ncc2c1)c1cccc(F)c1	-8	-61	-47	-2	3	-5	13	-57	2	-124	-130
Cc1ccc(S(=O)(=O)N2CCC(C(=O)N3CCN(c4ccccn4)CC3)CC2)cc1C	-12	-26	·	·	·	-14	-1	20	2	14	1
CC1CN(C(=O)COC(=O)Cc2c(F)cccc2Cl)CC(C)O1 (stereo not drawn)	5	-1	6	14	6	-2	-11	-4	-1	-9	2
O=C(CSCc1ccco1)c1cccs1	-3	-45	-51	18	1	·	14	-11	3	-254	-185
COc1cccc(Nc2ncc(C(=O)O)c3ccccc23)c1	-7	2	-3	4	2	-1	6	4	0	10	0
CCOC(=O)C(Cc1ccccc1)NC(C)=O (stereo not drawn)	6	-25	2	0	-1	-4	11	-35	-2	-2	6
CN1CCN(CCCC(=O)c2ccc(F)cc2)CC1	-7	7	10	-1	-2	-4	19	-25	-7	-1	0
O=[N+]([O-])c1ccccc1S(=O)(=O)Nc1nc2ccccc2s1	-12	-36	3	-1	1	-5	-10	-10	-3	-7	-15
O=C(O)c1ccc(N/N=C/c2ccc(OC(=O)c3ccccc3Cl)cc2)cc1	1	-58	12	·	2	-3	13	-17	0	64*	81*
O=C(CNC(=O)OCc1ccccc1)NCC(=O)Oc1ccc([N+](=O)[O-])cc1	3	-6	1	-14	·	-6	-8	-2	-3	-3	10
Cc1nc(NN)c2c3c(sc2n1)COC(C)(C)C3	-1	-21	9	-4	0	-16	0	5	9	-6	20
COCC(C)NC(=O)C1c2ccccc2Oc2ccccc21 (stereo not drawn)	-6	-15	·	-7	0	-20	-7	-6	-5	15	15
O=C(c1ccc(SCc2cccc(Br)c2)c([N+](=O)[O-])c1)N1CCN(c2ccccn2)CC1	-18	-48	8	-3	0	-5	5	14	-2	16	6
CCC(=O)c1ccc(OCC(=O)OCC(=O)NCCCc2ccccc2)cc1	2	5	0	2	3	-4	-16	6	-1	-7	1
CN1C(=O)c2ccccc2Sc2ccc(C(=O)O)cc21	3	-38	-15	-6	0	-17	3	14	0	-5	5
Cn1c(CCN2CCCC2)nc2cc(NS(=O)(=O)c3ccccc3)ccc21	-27	-7	13	4	0	-14	13	-13	14	9	11
O=C(c1n[nH]c(=O)c2ccccc12)N1CCN(c2ccccc2)CC1	-5	-7	4	5	1	0	12	3	3	5	11
Cc1ccc(N(C(=O)C(F)(F)F)C(C(=O)NC2CCCCC2)c2cccs2)cc1 (stereo not drawn)	-8	-18	17	18	1	-7	6	2	-8	32	7
O=C(Nc1ccccc1Oc1ccccc1)[C@@H]1O[C@H](CO)[C@H](O)[C@H](O)[C@H]1O	6	-10	·	4	·	-6	-23	-9	8	8	13
CC(C)n1cc(NC(=O)c2cc(-c3ccccc3)on2)cn1	-7	-207	-18	-4	3	·	26	-27	-5	-194	-268
O=C(NCc1cccnc1)c1cc(C2CCCCN2C(=O)c2ccc(Cl)cc2)on1 (stereo not drawn)	4	7	·	-12	·	-5	-18	-22	11	-6	0
CCCCCN1CC(O)=C(c2ccccc2)C1=N	3	2	-3	2	3	-11	13	7	7	0	10
O=C(O)/C=C/C(=O)N1CCc2ccccc21	-4	-5	10	5	-2	-4	4	-17	-3	17	-10
CCOc1ccccc1CNC(=O)C1CCN(c2nc3ccccc3o2)CC1	12	-12	-4	3	8	-6	-8	4	15	7	5
CCOC(=O)CCNC(=O)N1CCCC(C(=O)c2cccc(Cl)c2)C1 (stereo not drawn)	-14	-5	-10	0	7	-7	5	13	10	-25	14
Cc1ccc(S(=O)(=O)NCCSC(C)(C)C)cc1	11	1	1	-16	3	-5	0	-13	-5	-5	6
CC(=O)c1ccc(N2CCN(CC(=O)N(C3CC3)C3CCS(=O)(=O)C3)CC2)c(F)c1 (stereo not drawn)	-5	-38	0	-12	0	-6	17	-8	-2	0	2
CCO/C=C/C(O)(CNC(=O)COc1ccccc1F)C(F)(F)F (stereo not drawn)	7	1	8	9	2	-15	-10	-2	3	12	7
CCCC(CCC(=O)Nc1ccc(C(=O)OC)cc1)C(=O)O (stereo not drawn)	-1	14	3	2	-2	-5	17	5	1	9	12
Cc1cccc(NC(=S)N(Cc2ccc(Br)cc2)Cc2ccc(C(=O)O)cc2)c1	7	19	-1	1	5	-21	-25	-9	-5	13	17
Cc1ccccc1/C=N/NC(=O)c1cccnc1	1	9	-4	0	-2	-5	3	-7	-2	16	-2
O=C(Nc1cccc2ccccc12)c1csc([C@@H]2O[C@H](CO)[C@@H](O)[C@H]2O)n1	-6	15	·	10	·	-5	-9	-8	-4	-7	-13
O=C(NN=C1CCCCCC1)c1cn(-c2ccccc2)nc1-c1ccccc1	11	-85	-9	·	1	-3	8	-21	5	-16	14
COc1ccc(C[C@H]2CN3C(=NC[C@H]3Cc3ccccc3)N2CCNC(=O)CCC2CCCCC2)cc1	-16	-13	35	4	1	0	22	27	5	90*	-6
CCNc1nc(NC(C)C)nc(Oc2ccc(/C=N/O)cc2)n1	-9	7	15	2	-2	-5	14	20	-3	14	22
CCCCCCSc1cccc(-c2nc3ccc(Cl)cn3c2NCCCC)c1	-13	-48&-87	3	11	·	-10&-5	3	-30	-2	-24	-32&-71
O=C(Nc1ccccc1O)c1cccc(NC(=O)c2ccco2)c1	-14	-21	5	1	-1	-5	16	-34	1	4	-15
O=C(CSc1nc2c(cnn2-c2ccc(F)cc2)c(=O)[nH]1)N1N=C(c2cccs2)CC1c1ccc(F)cc1 (stereo not drawn)	-7	1	·	-12	·	-4	28	5	·	12	8
N#Cc1ccc(-c2nc3ccccc3c(=O)n2O)cc1	1	-26	-7	-11	3	-6	-2	-10	4	-6	5
O=C(OCC(=O)N1CCOCC1)c1ccc(N2CCOCC2)c([N+](=O)[O-])c1	3	0	-1	1	0	2	3	6	9	-2	15
Clc1ccc(OCc2cn3ccccc3n2)c2ncccc12	1	-138	-55	-1	6	-5	-2	-76	-5	-280	-268
COc1ccccc1Cc1c(-c2ccc(C#N)cc2)nc2c(C)cc(Br)cn12	-14	-14	·	·	·	-6	-5	-10	·	11	4
Cc1nc2ccccc2n1CC(O)Cn1c(C(F)(F)F)nc2ccccc21 (stereo not drawn)	6	-18	2	17	0	·	1	17	-8	3	-4
C=CCSc1nnc(C)c(/C=C/Nc2ccc(Cl)cc2)n1	-3	-15	-12	-10	2	-6	-39	14	-1	-8	-14

Structures from the list above with a cyano group, in the order listed:
SMILES	KKLEB tox	NR2E3 ag-1	MITF TRPM1 inh	Vif inh	NR2E3 ag-2	CaV13 FRET inh	CF NFkB inh	Shn3 inh set2	PDI turbidity	Peg3 prom inh	HIF-2a inh
N#Cc1ccc(-c2nc3ccccc3c(=O)n2O)cc1	1	-26	-7	-11	3	-6	-2	-10	4	-6	5
COc1ccccc1Cc1c(-c2ccc(C#N)cc2)nc2c(C)cc(Br)cn12	-14	-14	·	·	·	-6	-5	-10	·	11	4

(further entries)
SMILES	KKLEB tox	NR2E3 ag-1	MITF TRPM1 inh	Vif inh	NR2E3 ag-2	CaV13 FRET inh	CF NFkB inh	Shn3 inh set2	PDI turbidity	Peg3 prom inh	HIF-2a inh
CCn1c(SCC(=O)Nc2cc(C(C)(C)C)nn2-c2ccccc2)nnc1-c1cccs1	1	22	6	-4	1	-3	-9	3	-55	7	18
COc1ccc(Cc2nc3ccc(C(=O)N(C)C(C)c4nccs4)cc3o2)cc1 (stereo not drawn)	4	-31	7	-3	-1	-2	-2	4	6	3	-3
CCOc1ccc(C(=O)OCCN(C)C)cc1	-4	3	15	-8	2	-2	4	-12	-3	14	11
Cc1cccc(N(C)C(=O)c2cc(S(=O)(=O)N3CCCCC3)c[nH]2)c1	1	7	-3	12	0	-6	18	8	-3	14	21
Cc1ccc(NC(=O)CSCC(=O)Nc2ccc(S(=O)(=O)N3CCCC3)cc2)cc1	3	-16	0	12	3	-4	-3	-8	-7	12	19
CCOCCn1c(CN(Cc2ccccc2)Cc2ccccc2)nc2c1c(=O)[nH]c(=O)n2C	8	-10	6	·	3	-8	5	21	1	2	-9
COc1ccccc1NC(=O)CCS(=O)(=O)c1cc2c(cc1Cl)NC(=O)CO2	-9	26	2	0	2	-16	22	-39	-1	12	2

Source: PubChem BioAssay (several laboratories)
